Screens from PubChem BioAssay.
Tn7 DDE FP – inhibitors of Tn7 peptide binding to human fibrin DD(E). FP displacement of FITC-Tn7 peptide from fibrin DD(E); 0% = median of compound wells per plate. hit rate 0.13% among 370,000. P02675. inhibition, % at 8.3 µM;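 active = inhibition above the mean of compounds falling within the control limits plus 3 SD of them, cut at about 14% in these data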;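 note: 0% = plate median of compound wells and 100% = 10 µM Aha-Tn7 peptide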
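system = human fibrin DD(E) protein | quantity = DD(E) 2 µM final | medium = Tris/NaCl/CaCl2 buffer, pH 7.8 | also added = labelled Tn7 tracer, 0.1 µM | compound dosing = single point at 8.3 µM | timing = compound with protein 10 min, then 3 h after probe, room temperature | signal = FP measurement | benchmarks = Aha-Tn7 high control | repeats = one replicate per compound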
ADAM17 inh – inhibitors of human ADAM17 | AID 720648 | P78536 | inhibition, % at 6.95 µM | recombinant ADAM17, EDANS/DABCYL FRET peptide cleavage | hit rate 0.83% among 370,000;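 active = inhibition above the mean of compounds lying between control limits plus 3 SD, set per campaign, cut at about 8.5% in these data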;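 note: 0% = DMSO-only wells as the low control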
PLC-beta3 inh – PLC-beta3 (human) inhibition, primary screen | Q01970 | Purified PLC-beta3, fluorogenic substrate, fluorescence | inhibition, % at 12.2 µM | hit rate 0.18% among 370,000; in the data active = inhibition above about 11%;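 note: 0% = median of compound wells on plate and 100% = full blocker control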
MBD2 inh – inhibitors of human MBD2 binding to methylated oligonucleotide; inhibition, % at 4.4 µM; TR-FRET; hit rate 0.31% among 370,000; in the data active = inhibition above about 13%
Target sequence (Q9UBB5 whole entry, looked up): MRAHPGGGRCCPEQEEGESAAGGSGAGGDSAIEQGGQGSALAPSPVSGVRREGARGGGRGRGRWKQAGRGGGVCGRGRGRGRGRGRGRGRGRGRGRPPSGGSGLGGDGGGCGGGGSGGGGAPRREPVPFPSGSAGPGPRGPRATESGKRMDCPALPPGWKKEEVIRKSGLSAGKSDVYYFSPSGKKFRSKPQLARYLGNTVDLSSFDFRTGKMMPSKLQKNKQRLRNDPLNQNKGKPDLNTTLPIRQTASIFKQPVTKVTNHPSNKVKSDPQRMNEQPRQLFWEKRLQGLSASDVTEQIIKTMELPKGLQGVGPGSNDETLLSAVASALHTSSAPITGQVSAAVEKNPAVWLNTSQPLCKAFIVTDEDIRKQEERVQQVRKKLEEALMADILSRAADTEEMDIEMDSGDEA
ASAP1 GAP inh – inhibitors of human ASAP1 ArfGAP activity; ASAP1-stimulated ARF1 GTP hydrolysis, GDP FP detection; Q9ULH1; inhibition, % at 16.5 µM; AID 624377; hit rate 0.19% among 360,000; in the data active = inhibition above about 25%;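 note: 0% = vehicle with enzyme and substrate and 100% = no enzyme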
UHRF1 binding – blocks human UHRF1 binding to methylated DNA. hit rate 0.75% among 370,000. inhibition, % at 4.4 µM. UHRF1 binding to methylated oligo, TR-FRET. Q96T88. AID 687016; in the data active = inhibition above about 21%;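 note: UHRF1 SRA domain binding a hemimethylated CpG hairpin DNA probe; 0% = median of test compound wells and 100% = reference inhibitor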
PLCg1 inh – PLC-gamma1 (human) inhibition, primary screen; inhibition, % at 12.2 µM; P19174; hit rate 0.84% among 370,000; purified PLC-gamma1, fluorogenic substrate, fluorescence; in the data active = inhibition above about 9.5%
ARFGAP1 inhibitor – rat ARFGAP1 inhibition; Q62848; Arfgap1-stimulated ARF1 GTP hydrolysis, GDP FP detection; inhibition, % at 16.5 µM; hit rate 0.26% among 360,000; AID 651572;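 active = inhibition above a per-plate limit, mean inhibition of low control wells plus 3 SD, cut at about 25% in these data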;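 note: 0% = DMSO wells with enzyme and 100% = wells lacking Arfgap1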
Target sequence (Q62848 1-136 limits assumed): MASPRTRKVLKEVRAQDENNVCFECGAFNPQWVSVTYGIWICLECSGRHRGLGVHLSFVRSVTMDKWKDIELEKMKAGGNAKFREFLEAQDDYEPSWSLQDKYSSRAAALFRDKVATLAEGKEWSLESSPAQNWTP
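Assay system: Rat Arfgap1 GAP domain (His6, aa 1-136), purified enzyme | Buffer or medium: HEPES 25 mM pH 7.5, NaCl 150 mM, MgCl2, DTT | Schedule: GTP hydrolysis reaction 2 h at 25 °C | Signal: FP of antibody-bound GDP Alexa 633 tracer, ex 620/em 688 nm | Measure: Percent inhibition of Arfgap1-stimulated GTP hydrolysis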
Tn6 DDE FP – disrupts Tn6 cyclic peptide binding to fibrin D-Dimer-E complex. inhibition, % at 8.3 µM. Fibrin DD(E) TRITC-Tn6 fluorescence polarization displacement. hit rate 0.21% among 370,000;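 active = inhibition above a per-campaign cutoff: mean of compounds within control limits plus 3 SD, cut at about 15% in these data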;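 note: 0% = median of all compound wells on the plate and 100% = blocking peptide control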
KLK7 zymogen act – proKLK7 (human) activation, primary screen; hit rate 0.9% among 370,000; P49862; activation, % at 7 µM; purified proKLK7, EDANS-DABCYL substrate fluorescence; 100% is mature enzyme control, 0% vehicle;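 active = activation above the mean of all tested compounds plus 3 SD, computed per campaign excluding outliers beyond control limits, cut at about 13% in these data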
Target sequence (P49862 whole entry, looked up): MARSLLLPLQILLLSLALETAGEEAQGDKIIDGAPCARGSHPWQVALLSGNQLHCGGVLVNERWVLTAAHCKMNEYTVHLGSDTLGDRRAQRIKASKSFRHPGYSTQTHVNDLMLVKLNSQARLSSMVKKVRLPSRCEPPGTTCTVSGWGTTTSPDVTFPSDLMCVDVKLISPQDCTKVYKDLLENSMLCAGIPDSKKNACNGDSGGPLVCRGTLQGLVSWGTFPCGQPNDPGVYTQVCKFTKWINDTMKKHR
An asterisk follows results filed as active; . = no result given. Outcome played no part in choosing rows. About 4.1% of those tested had a hit in this group.

SMILES	Tn7 DDE FP	ADAM17 inh	PLC-beta3 inh	MBD2 inh	ASAP1 GAP inh	UHRF1 binding	PLCg1 inh	ARFGAP1 inhibitor	Tn6 DDE FP	KLK7 zymogen act
COc1ccc(OC)c(CN2C(=O)CSCC2(C)C(=O)Nc2c(C)cccc2C)c1 (stereo not given)	2	-3	0	2	-12	0	0	2	-4	1.0
O=S(=O)(c1ccc(Br)s1)n1cccn1	-6	2	2	-6	-3	2	3	6	-4	-0.1
CC(=O)Nc1ccc(S(=O)(=O)N2CCN(CCN3CCOCC3)CC2)cc1Cl	-8	-4	-6	-1	6	1	0	9	0	0.6
COc1ccccc1NCC(=O)N/N=C/c1cccnc1	-3	0	5	-1	8	-4	5	3	-5	0.1
O=C(CN(c1ccccc1)S(=O)(=O)c1ccccc1)N/N=C/c1ccco1	-2	0	4	3	4	-6	2	13	-1	-0.2
O=C(COC(=O)/C=C/c1ccccc1)NCCc1ccc(F)cc1	-6	1	1	1	-2	1	-1	10	-6	0.0
O=C(COC(=O)c1ccccn1)Nc1nc(-c2ccccc2)cs1	6	0	-1	-5	-4	-2	2	-26	1	-0.3
CCCc1[nH]nc2c1C(Cc1ccccc1)C(C#N)=C(N)O2 (stereo not given)	-7	1	-6	-3	-6	-1	-2	0	1	-0.7
C/C(=N\NC(=O)c1cc(-c2ccc(C)s2)[nH]n1)c1ccco1	-2	-5	-3	-4	-3	1	-1	7	6	0.4
COc1ccc(Cl)cc1C(=O)NNC(=O)c1cc2ccccc2o1	-2	-3	-17	3	-7	0	-4	-14	5	0.1
CCOC(=O)N1CCN(CC(=O)Nc2c(C(=O)OC)[nH]c3ccccc23)CC1	-7	-6	-12	1	5	-2	-7	0	0	0.9
CCOc1ccccc1NS(=O)(=O)c1cccc2nsnc12	-1	1	2	4	-3	16	0	-9	0	0.4
CC(c1c[nH]c2ccccc12)c1cn(C)c2ccccc12 (stereo not given)	-12	0	-11	-6	.	-1	-7	.	2	0.3
COc1ccc(CNC(=O)CN2C(=O)NC(Cc3ccccc3)(c3ccccc3)C2=O)cc1OC (stereo not given)	11	-5	-5	4	-12	1	3	12	5	0.7
COc1cc(OC)cc(-c2nnc(SCC(=O)Nc3ccc(C(=O)O)cc3)s2)c1	7	-6	-7	3	12	6	-6	4	0	0.4
Clc1ccccc1CSc1nnc([C@@H]2CCCN2)o1	6	-1	-4	2	6	4	5	8	-1	0.2
CC1CCCCN1C(=S)NC(=O)c1cc(Br)ccc1Cl (stereo not given)	-7	-1	-3	-5	-21	-2	0	4	5	0.0
COC(=O)c1cc2ccc(OC)cc2c2cc(OC)c(OC)cc12	1	-157	-467	2	9	0	-347	3	4	-18
COc1cccc(Nc2nc(C(N)C3CCCCC3)cs2)n1 (stereo not given)	-5	0	-1	-5	-9	-1	1	-8	5	-0.1
CCc1nnc(N/N=C/c2c(Cl)cccc2Cl)n1N	0	-2	6	4	2	6	8	0	10	-0.2
Cc1ccc(CNC(=O)COC(=O)c2cccc(S(=O)(=O)N3CCCCC3)c2)cc1	5	-3	-8	-1	0	-2	-2	9	-12	0.0
COc1ccc(C(=O)Nc2ccc(Nc3ccccc3)cc2)cc1OC	-5	-1	-18	0	-2	3	-5	15	-1	2.3
C[C@H](CO)N1C[C@H](C)[C@@H](CN(C)C(=O)Nc2ccc3c(c2)OCO3)Oc2c(NS(=O)(=O)c3cn(C)cn3)cccc2C1=O	0	-3	-16	3	4	-1	-12	-6	-8	0.2
COc1c(Cl)cc(Cl)cc1CNCCNCCO	-3	1	7	-5	6	0	5	1	2	0.3
COc1ccc2oc(C(=O)NCc3cc(OC)c(OC)cc3OC)c(C)c2c1	5	0	-17	-2	-10	0	-9	-6	-1	0.8
C(=N\c1nc2ccccc2n1CCN1CCOCC1)/c1cccs1	-1	-6	0	1	-18	-1	-2	10	1	0.7
CC(C)(C)Cc1nnc(NS(=O)(=O)c2ccccc2)s1	2	-1	2	5	6	1	0	7	0	-0.7
CN(C[C@H](Cc1ccccc1)N(C[C@H](CC1CCCCC1)N(CCc1ccccc1)N=O)N=O)N=O	7	0	3	-1	-1	-2	-1	3	5	0.1
Cc1c(C(=O)N2CCN(c3ccc(C(F)(F)F)cn3)CC2)oc2ccccc12	-1	1	-6	0	-4	0	-4	8	5	-0.3
CCC1CCc2c(sc(NC(=O)c3ccco3)c2C(N)=O)C1 (stereo not given)	2	-8	-233	1	-8	-1	-202	2	-2	91*
COc1ccc(/C=N/Nc2c(Cl)cc(Cl)cc2Cl)cc1CN1CCOCC1	-9	4	-1	2	-21	-3	1	-6	7	-0.1
COC(=O)c1ccc(Oc2c(C(F)(F)F)oc3c(CN4CCN(C)CC4)c(O)ccc3c2=O)cc1	6	-8	-100	1	10	2	-75	8	0	7.8
Cc1ccc(Cl)c(OCCCCN(C)Cc2ccccc2)c1	-1	1	-1	1	1	1	1	7	0	0.3
O=C(CCNS(=O)(=O)c1ccc(Br)cc1)NCCCSc1ccccc1	7	0	-10	-1	-2	1	4	-7	2	0.1
C[C@]12c3[nH]c4ccccc4c3CCN1C(=O)C(CC(=O)NCc1ccco1)C[C@@H]2C(=O)N1CCCCC1 (stereo not given in full)	12	-8	-4	2	-2	3	0	2	-3	-0.1
Cn1ccnc1SCC(=O)Nc1ccc([N+](=O)[O-])cn1	-1	0	-1	0	-1	-3	-1	-14	5	-0.4

Part of the list above, set out differently.
Structure,Tn7 DDE FP,ADAM17 inh,PLC-beta3 inh,MBD2 inh,ASAP1 GAP inh,UHRF1 binding,PLCg1 inh,ARFGAP1 inhibitor,Tn6 DDE FP,KLK7 zymogen act
C(=N\c1nc2ccccc2n1CCN1CCOCC1)/c1cccs1,-1,-6,0,1,-18,-1,-2,10,1,0.7
CC(C)(C)Cc1nnc(NS(=O)(=O)c2ccccc2)s1,2,-1,2,5,6,1,0,7,0,-0.7
CN(C[C@H](Cc1ccccc1)N(C[C@H](CC1CCCCC1)N(CCc1ccccc1)N=O)N=O)N=O,7,0,3,-1,-1,-2,-1,3,5,0.1
Cc1c(C(=O)N2CCN(c3ccc(C(F)(F)F)cn3)CC2)oc2ccccc12,-1,1,-6,0,-4,0,-4,8,5,-0.3
CCC1CCc2c(sc(NC(=O)c3ccco3)c2C(N)=O)C1 (stereo not given),2,-8,-233,1,-8,-1,-202,2,-2,91*
COc1ccc(/C=N/Nc2c(Cl)cc(Cl)cc2Cl)cc1CN1CCOCC1,-9,4,-1,2,-21,-3,1,-6,7,-0.1
COC(=O)c1ccc(Oc2c(C(F)(F)F)oc3c(CN4CCN(C)CC4)c(O)ccc3c2=O)cc1,6,-8,-100,1,10,2,-75,8,0,7.8
Cc1ccc(Cl)c(OCCCCN(C)Cc2ccccc2)c1,-1,1,-1,1,1,1,1,7,0,0.3
O=C(CCNS(=O)(=O)c1ccc(Br)cc1)NCCCSc1ccccc1,7,0,-10,-1,-2,1,4,-7,2,0.1
C[C@]12c3[nH]c4ccccc4c3CCN1C(=O)C(CC(=O)NCc1ccco1)C[C@@H]2C(=O)N1CCCCC1 (stereo not given in full),12,-8,-4,2,-2,3,0,2,-3,-0.1

Next part:
SMILES	Tn7 DDE FP	ADAM17 inh	PLC-beta3 inh	MBD2 inh	ASAP1 GAP inh	UHRF1 binding	PLCg1 inh	ARFGAP1 inhibitor	Tn6 DDE FP	KLK7 zymogen act
COCc1cc(=O)[nH]c(/N=C(\N)Nc2ccccc2C)n1	6	-4	-3	4	-18	-1	0	7	-6	0.2
O=C(CSc1nc2ccccc2s1)NC1CCCc2ccccc21 (stereo not given)	-3	-1	-70	9	9	-1	-4	-4	2	0.0
Cc1ccc(-n2c(-c3ccncc3)n[nH]c2=S)cc1	0	-5	-4	-2	-2	0	-3	0	0	0.5
CCN(CC)S(=O)(=O)c1ccc(-c2nnc(SCC(=O)N3c4ccccc4CC3C)n2CC)cc1 (stereo not given)	3	2	2	-4	-12	0	1	-6	6	-0.2
CSc1nnnn1-c1c(C)cccc1C	0	0	-3	6	-8	0	-1	-3	3	-0.2
Cc1ccc(-n2c(-c3ccccc3)cc(/C=N/NC(=O)CC#N)c2-c2ccccc2)cc1	8	-4	-6	3	9	8	1	-2	9	0.6
Cc1ccc(C(=O)CC2(O)C(=O)N(C)c3ccccc32)o1 (stereo not given)	-6	5	1	5	-10	6	-1	-6	7	-0.4
C[C@@H]1ON(C)[C@H]2C[C@H]3c4cc(-c5ccc6c(c5)OCO6)ccc4CCN3C[C@@H]12	2	-2	1	3	-16	0	-1	-15	6	0.3
CCCN1CCC(=O)N([C@H](CN=[N+]=[N-])Cc2ccccc2)CC1	-1	-6	-4	3	-3	0	-5	3	-3	0.4
COc1cccc(NC(=O)CN2C(=O)NC(C)(C3CC3)C2=O)c1 (stereo not given)	-4	-1	-2	-2	9	0	-1	0	-6	0.7
CCCn1nc(NS(=O)(=O)c2cccc3nonc23)c2cc3cccc(C)c3nc21	-1	-4	-19	6	15	-2	-7	-3	-7	-0.4
O=C(NC(Cc1ccccc1)C(=O)O)/C(=C/c1ccccc1)NC(=O)c1ccco1 (stereo not given)	2	0	-31	-4	8	0	-17	-15	0	0.0
NC(=O)c1ccc(NC(=O)c2ccc(COc3ccccc3Br)cc2)cc1	-2	1	-7	0	-4	0	-1	10	6	0.1
CCc1nc2ccc(C(=O)NCCC(C)C)cn2c1N(C)Cc1nccs1	7	-6	-5	4	-14	1	-1	-7	-1	0.5
CN1CCN(S(=O)(=O)c2ccc(NC(=O)c3ccc(F)cc3)cc2)CC1	6	1	1	-6	4	3	-2	3	4	0.1
CC1=NN(c2ccc(C)cc2C)C(=O)C1C(c1cccc(O)c1)C1C(=O)N(c2ccc(C)cc2C)N=C1C (stereo not given)	4	3	4	-4	2	8	4	6	4	0.6
Cc1ccc(NC(=O)Nc2nnc(Cc3ccc([N+](=O)[O-])cc3)s2)cc1	2	1	2	5	2	2	0	14	-7	0.6
COc1ccc(C)cc1NC(=O)CN(C)S(=O)(=O)c1cccs1	-1	0	3	-6	-22	-2	3	4	7	0.9
CCOC(=O)N1CCN(c2nc(C)cc(C(F)(F)F)n2)CC1	3	-6	-3	-5	2	0	-1	-2	5	-0.1
CC(=O)c1cc(C#N)c(SCC(=O)Nc2nccs2)nc1C	-3	-4	-4	-3	3	-3	0	3	-10	0.2
